CF NFkB block = blocks PAF-induced NF-kB reporter in cystic fibrosis cells. KKLEB NF-kB-GFP reporter, GFP fluorescence overnight. 360,000 compounds, 0.86% hits. inhibition, % at 5 µM;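 active = at least 50% inhibition at 5 µM, scaled per plate between neutral and stimulator controls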;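 also: PAF is a Pseudomonas aeruginosa culture filtrate used as stimulus; plate controls were PAF-stimulated DMSO wells for no effect and unstimulated DMSO wells for full effect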
MITF TRPM1 inh = inhibitors of MITF-driven TRPM1 promoter in melanoma cells. SK-MEL-5 TRPM1 promoter luciferase, 24 h. inhibition, % at 12.5 µM. 330,000 compounds, 0.83% hits;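 active = mean inhibition across replicates of 60% or more, whatever share of single replicates reaches that level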; also: values of inactives mirror those of a sister screen read the other way
TWEAK Fn14 block = TWEAK-Fn14 signaling inhibition | TWEAK-stimulated Fn14 reporter cells, luciferase luminescence, 8 h | inhibition, % at 10 µM | 360,000 compounds, 2% hits; in the data active = inhibition above about 50%
HIF-2a block = blocks HIF-2a reporter activity | 786-0 RCC cells HIF-2a reporter, luciferase luminescence, overnight | inhibition, % at 18.8 µM | 360,000 compounds, 0.72% hits | AID 624352;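 active = inhibition of the luminescence signal of 40% or more relative to plate controls, in a single-dose primary screen at 18.75 µM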
NR2E3 ag-1 = activates human photoreceptor nuclear receptor NR2E3; GST-NR2E3/biotin-RetCOR TR-FRET, 1536-well; inhibition of corepressor binding, % at 4.78 µM; 320,000 compounds, 0.12% hits; AID 2300;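 active = percent inhibition above the cutoff of mean plus 3 SD of all tested compounds, set per screening campaign, cut at about 20% in these data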;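 also: 0% = DMSO wells and 100% = biotin wells as full block of FRET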
Target sequence (Q9Y5X4 whole entry, looked up): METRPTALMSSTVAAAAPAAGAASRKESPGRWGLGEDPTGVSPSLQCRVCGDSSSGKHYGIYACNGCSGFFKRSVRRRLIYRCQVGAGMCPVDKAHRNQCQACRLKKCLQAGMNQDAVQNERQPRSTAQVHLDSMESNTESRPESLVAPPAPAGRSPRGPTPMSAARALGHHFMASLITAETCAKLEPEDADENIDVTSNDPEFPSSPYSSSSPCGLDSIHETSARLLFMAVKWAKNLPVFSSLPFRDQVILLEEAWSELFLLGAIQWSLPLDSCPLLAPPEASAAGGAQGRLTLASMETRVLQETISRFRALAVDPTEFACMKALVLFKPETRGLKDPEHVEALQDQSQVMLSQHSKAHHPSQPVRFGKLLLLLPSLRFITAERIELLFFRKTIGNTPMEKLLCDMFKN
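Material – GST-tagged NR2E3 plus biotinylated RetCOR corepressor · Quantity – NR2E3 fusion 1.35 nM · Times – 5 h incubation at 4 °C · Medium – pH 7.5 Tris-based buffer · Technique – TR-FRET, Eu(K)-anti-GST donor, streptavidin-D2 acceptor, ex 340, em 617/671 nm · Benchmarks – high control biotin, low control 0.6% DMSO · Format – 1536-well plates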
Peg3 promoter = reduces Peg3 promoter-driven luciferase expression in HeLa; HeLa PEG-Prom luciferase reporter, luminescence, overnight; inhibition, % at 20 µM; 360,000 compounds, 1.7% hits;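 active = inhibition of at least 50% at 20 µM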
KKLEB tox = CF airway cell cytotoxicity counter-screen | KKLEB CF airway cells viability, ATPlite luminescence, overnight; hits give low values; cells stimulated with P. aeruginosa culture filtrate | AID 602141 | activity change (cytotoxicity), % at 5 µM | 360,000 compounds, 0.36% hits;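 active = corrected activity change at or below -50% at 5 µM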
NR2E3 ag-2 = activates human NR2E3 receptor. Q9Y5X4. CHO-S Gal4-NCOR/VP16-NR2E3 two-hybrid, luciferase. inhibition of corepressor binding, % at 3.98 µM. 360,000 compounds, 0.35% hits. AID 602229;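 active = inhibition above the mean of all tested compounds plus 3 SD, cut at about 70% in these data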;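 also: 0% = DMSO with NR2E3 transfected cells and 100% = cells lacking NR2E3 construct; higher means lower luciferase signal from less NR2E3 corepressor binding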
aDG glyco act = increases alpha dystroglycan glycosylation | Pro5-aDG cells, alpha-DG glycosylation AlphaScreen (IIH6); 0% Pro5, 100% B10-LARGE cell signal | activation, % at 10 µM | 360,000 compounds, 0.22% hits;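 active = activation of at least 8% versus controls, or a plate z-score of at least 8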;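 also: Pro5 are CHO cells carrying HIG-tagged alpha-DG that lacks glycosylation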
iPSC survival up = enhancers of human iPSC single-cell survival; 360,000 compounds, 0.044% hits; survival enhancement, % at 20 µM; AID 602274; hiPSC single-cell survival, ATPlite luminescence; 100% = ROCK inhibitor wells, 0% = DMSO; in the data active = survival enhancement above about 18%;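 also: cells exposed to compounds for 16 hours before the ATP read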
Shn3 inh set2 = Schnurri-3 reporter inhibition in Clone20 osteoblasts; Clone20 osteoblast Shn3 3'UTR firefly luciferase, 24 h; inhibition, % at 12.5 µM; 360,000 compounds, 0.52% hits; AID 588674;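 active = mean inhibition of at least 75% with every replicate also reaching 75%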;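 also: 0% = median of neutral control wells and 100% = pilot-screen positive control compound; some compounds past the cut are filed as inactive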
* hit, by the source's call; · = no result given.

mol	CF NFkB block	MITF TRPM1 inh	TWEAK Fn14 block	HIF-2a block	NR2E3 ag-1	Peg3 promoter	KKLEB tox	NR2E3 ag-2	aDG glyco act	iPSC survival up	Shn3 inh set2
O=C(/C=C\c1cccs1)c1c(O)ccc2ccc(=O)oc12	-11	3	51*	1	4	2	-1	-11	-0.1	-1.0	-11
CC(C)=CC[N+]1(C)CCCCC1	-9	6	16	16	1	1	-2	7	0.1	-2.9	-15
CCc1nc2ccc(C(=O)NCc3ccc4c(c3)OCO4)cn2c1N(CC)Cc1cccc(Br)c1	-5	·	-7	1	·	22	-12	-1	0.3	-0.6	1
CCCCCCCCNC(=O)C(CCC(=O)OCc1ccccc1)NC(C)=O (centres undefined)	12	5	-10	-27	5	13	-4	-23	0.2	0.0	4
O=C1Nc2ccc([N+](=O)[O-])cc2OC1CCN1CCN(Cc2ccccc2)CC1 (centres undefined)	-5	0	4	18	3	-15	-10	-1	-0.1	-0.1	9
Cc1cccc(C(=O)OC2CCOC2=O)c1C (centres undefined)	12	0	30	10	-4	18	2	-9	0.0	2.8	-12
COc1ccc(NC(=O)/C=C/c2cc(OC)c(OC)c(OC)c2)cn1	7	-5	-1	23	2	6	2	1	-0.1	0.0	11
O=c1oc(Nc2ccccc2Cl)nc2ccccc12	14	-13	32	-161	·	-104	1	-67	-0.3	-1.3	-20
COc1ccccc1NC(=O)C1CCCN(S(=O)(=O)c2ccc3c(c2)CC(C)N3C(C)=O)C1 (centres undefined)	-7	7	10	8	1	6	13	18	0.2	-0.4	33
Cc1ccc(CC(=O)NC2CCN(C)CC2)cc1	-14	20	15	14	0	-1	-6	3	-0.1	0.6	8
CCCC1(C)Nc2ccccc2-c2nc3ccccc3n21 (centres undefined)	-11	-81	-1	-235	-2	-204	-8	-112	0.5	-1.9	-50
CCOC(=O)c1[nH]cnc1C(=O)Nc1ccncc1	0	16	1	10	1	-10	4	-14	0.3	0.1	5
CC(C)NC(=O)CCn1ccc2cc(S(=O)(=O)N3CCCC3)ccc21	4	-2	8	8	0	-3	-11	-21	-0.3	-0.2	-7
CCOC(=O)C1CCCN(C(=O)COC(=O)c2cc(=O)c3ccccc3o2)C1 (centres undefined)	-10	-18	-1	-3	0	3	9	-7	-0.1	0.3	3
Cc1nc2scc(C)n2c(=O)c1S(=O)(=O)Nc1ccc(F)cc1	-5	13	40	7	6	3	-2	-23	0.0	-0.6	34
Cc1ccc(NC(=O)CN(C)CCOc2ccccc2)c([N+](=O)[O-])c1	-8	-1	-23	-25	-4	-7	-1	-30	0.0	1.2	-41
CC(=O)c1ccc(NC(=O)CSc2ccc(-c3ccc4c(c3)OCO4)nn2)cc1	1	-37	-14	-70	-30	-42	-3	-8	0.3	0.4	-75
Cc1c([N+](=O)[O-])nnn1-c1cc(Cl)cc(Cl)c1	3	2	-1	8	-2	20	-3	-19	0.7	-0.1	-20
CC(C)CC(C(=O)Nn1cnnc1)N1C(=O)c2ccccc2C1=O (centres undefined)	-18	-4	10	10	-2	1	13	-5	0.0	-0.6	0
Cc1ccc(Oc2cc(NN3CCCCC3)c([N+](=O)[O-])cc2[N+](=O)[O-])c(Cl)c1	30	6	-4	20	4	6	-25	1	-0.1	2.9	44
O=C1CC(C(=O)Nc2ccc(Br)cc2)S/C(=N\N=C\c2ccco2)N1 (centres undefined)	16	1	-1	12	0	-2	2	-1	0.4	2.2	-22
CC(=O)Nc1ccc(OCC(O)CN2CCN(c3cc(Cl)ccc3C)CC2)cc1 (centres undefined)	-10	5	8	1	0	3	2	30	1.7	-0.9	9
COc1ccc(C(=O)Nn2c(SCC(=O)c3ccccc3)nc3ccccc3c2=O)cc1	-23	6	92*	16	-3	-25	-4	-11	0.1	-1.4	23
COCCn1c(SCC(N)=O)nc2c(c1=O)SC(C)C2 (centres undefined)	-40	-7	-5	12	0	2	6	-4	-0.1	3.1	2
Cc1cc(Nc2ccc(Br)c(C)c2)n2nc(C)nc2n1	-2	10	-13	1	4	12	5	21	0.1	-1.7	1

The final 3 records of the section above are carried over, then new ones follow:
mol	CF NFkB block	MITF TRPM1 inh	TWEAK Fn14 block	HIF-2a block	NR2E3 ag-1	Peg3 promoter	KKLEB tox	NR2E3 ag-2	aDG glyco act	iPSC survival up	Shn3 inh set2
COc1ccc(C(=O)Nn2c(SCC(=O)c3ccccc3)nc3ccccc3c2=O)cc1	-23	6	92*	16	-3	-25	-4	-11	0.1	-1.4	23
COCCn1c(SCC(N)=O)nc2c(c1=O)SC(C)C2 (centres undefined)	-40	-7	-5	12	0	2	6	-4	-0.1	3.1	2
Cc1cc(Nc2ccc(Br)c(C)c2)n2nc(C)nc2n1	-2	10	-13	1	4	12	5	21	0.1	-1.7	1
COCCn1c(=NC(=O)c2ccc(S(=O)(=O)N3CCc4ccccc4C3)cc2)sc2cc(OC)ccc21	55*	11	-15	10	0	12	-69*	2	0.2	-0.5	2
COc1ccc(N(C)S(=O)(=O)c2cccc(C(=O)Nc3ccc(N4CCOCC4)cc3)c2)cc1	2	6	13	4	6	29	-20	1	-0.2	-0.6	35
Cc1[nH]c2ccccc2c1C(=O)COC(=O)Cn1cnc2ccccc21	-2	4	-6	21	-4	6	-20	-27	0.4	-1.3	1
Cc1nn(C)cc1C1C2=C(CC(C)(C)CC2=O)OC2=C1C(=O)CC(C)(C)C2	-18	2	6	3	2	2	23	-14	-0.1	0.3	8
COc1cccc(C2CC(c3ccccc3Cl)Nc3nc(N)nn32)c1 (centres undefined)	-8	6	1	15	1	15	7	10	0.1	0.5	6
CCOC(=O)c1ccc(NS(=O)(=O)c2c(N)[nH]c(=O)[nH]c2=O)cc1	-18	-10	7	9	2	11	11	-57	-0.2	0.0	10
COCCN=c1scc(C)n1/N=C/C1CC2C=CC1C2 (centres undefined)	-6	-3	-15	12	2	6	0	-2	0.0	0.4	-2
O=C(NC1(C(F)(F)F)N=C(c2ccccc2)NC1=O)c1ccc(Cl)cc1Cl (centres undefined)	3	-6	16	-13	4	-5	2	-9	-0.1	-2.8	13
O=C(/C=C/c1cccc([N+](=O)[O-])c1)Nc1ccccc1N1CCOCC1	-22	14	-26	2	-2	7	-6	22	-0.1	-1.2	15
CC(C)Oc1ccc(C(=O)NC2(C(F)(F)F)N=C3SCCN3C2=O)cc1 (centres undefined)	11	3	9	21	1	7	-10	-6	-0.1	-2.4	-5
Cc1ccccc1OCC(=O)Nc1ccc2c(c1)n(C)c(=O)n2C	-17	3	12	-27	6	8	12	-21	0.0	-0.5	12
CC(C)NC(=O)C1(C)CCN1C/C=C/c1ccccc1 (centres undefined)	6	·	3	13	·	-2	-16	8	0.2	-1.1	-1
O=C(CCS(=O)(=O)c1ccc(F)cc1)N1CCOCC1	-6	-16	2	-54	4	-66	1	-33	0.1	-0.5	-14
O=C(Nc1ccccn1)c1sc2cc([N+](=O)[O-])ccc2c1Cl	-13	-55	-49	-157	-100	-156	12	-20	0.4	-0.4	-81
Cc1cc(C)cc(NC(=O)CSc2nnc(C3CC3)n2CC2CCCO2)c1 (centres undefined)	10	5	17	4	-2	9	-7	-1	-0.1	-0.5	13
OC(COCc1cccs1)CN1CCN(c2ccccn2)CC1 (centres undefined)	15	-2	-12	-11	-6	-16	4	0	0.1	-0.9	-11
O=C(CSc1nc2nn(-c3ccccc3)c(=O)c-2c2n1CCCCC2)c1ccc(OC(F)F)cc1	-15	-5	-7	-9	·	1	-15	-38	0.2	-0.3	16
COC(=O)c1ccc(NC(=S)N2CCN(Cc3ccccc3OC)CC2)cc1	18	2	20	17	-1	17	-14	3	1.6	0.9	-20
CCCCC(=O)OCC(=O)Nc1ccc(SC(F)F)cc1	-9	-17	-12	2	-2	-10	5	-26	0.0	0.3	9
CCCc1cc(=O)n2[nH]c(NCc3ccccc3Cl)nc2n1	0	-10	-8	10	-2	6	6	-17	-0.3	-1.2	2
COc1ccc(NC(=O)C2CC(c3ccccc3Cl)=NO2)cc1 (centres undefined)	-8	-23	1	-145	0	-61	4	-23	-0.1	0.1	-2
O=C(O)c1c(-c2ccccc2)nnc2ccccc12	13	6	13	6	0	14	-5	-13	-0.1	-0.1	0
COCc1cc(C)nc2sc(C(=O)Nc3ccccc3Br)c(N)c12	21	-4	-44	-78	6	-22	-10	-48	0.5	0.5	-16
NC(=O)[C@@H]1CCCNc2c(I)cc([N+](=O)[O-])cc2C(=O)N[C@@H](Cc2ccccc2)C(=O)N[C@@H](Cc2cnc[nH]2)C(=O)N1	-7	-2	-8	8	-1	-9	9	-4	-0.1	1.8	-15
COc1ccc(NC(C)=O)cc1NC(=O)CSc1nnc(-c2ccccc2)n1N	-19	-1	-13	5	0	-10	-3	-1	0.0	-0.5	8
O=C(CCCCCCCC(=O)N1CCCCCC1)N1CCCCCC1	-9	2	15	-6	·	8	-9	7	0.3	-1.1	17
O=C(C1CCCO1)N1CCN(S(=O)(=O)c2cc(F)ccc2F)CC1 (centres undefined)	-24	8	4	6	0	13	30	9	0.0	0.3	1
CC(C)Cc1cc(C(=O)N2N=C(C(F)F)CC2(O)C(F)F)c2ccccc2n1 (centres undefined)	0	1	5	15	2	13	0	-1	0.4	1.8	4
Cc1cc(C)[n+](-c2ccc(F)cc2)c2[nH]c(=O)[nH]c(=O)c12	-5	-10	14	27	-4	6	4	4	0.0	-0.8	-7
C=C(C)C1Cc2c(C)nn(-c3cccc4cccnc34)c2C1 (centres undefined)	2	11	7	7	1	18	-12	-23	0.0	0.1	-4
O=S1(=O)Cc2cc3ccccc3cc2C1	-8	-24	-11	3	2	3	0	2	-0.1	-1.9	-13
CC(C)[C@H](NC(=O)N1CCn2c1nc1ccccc12)C(=O)N1CCCCC1	0	5	-3	12	-1	1	4	-2	0.1	-0.3	-2
CC(C)n1nnnc1SCC(=O)N1N=C(c2cccs2)CC1c1cccs1 (centres undefined)	16	-59	-8	-278	3	-262	-9	-117	-0.2	-0.3	-86
c1coc(-c2nnc3sc(Cc4cccs4)nn23)c1	8	-2	5	-41	6	-15	9	-14	0.0	4.8	-11
COc1ccccc1N(C)S(=O)(=O)c1ccc(C)c(C(=O)NC(C)c2ccccn2)c1 (centres undefined)	-12	8	1	6	-2	-1	4	-43	0.1	0.1	-6
CNS(=O)(=O)c1cccc(C(=O)NCC(c2ccco2)N(C)C)c1 (centres undefined)	-2	3	45	2	0	-16	-1	-5	0.0	0.2	3

Screening data from PubChem.
